Screening data from PubChem.
TPT1 inh – inhibitors of Candida albicans tRNA 2'-phosphotransferase TPT1; recombinant caTPT1, FP RNA substrate dephosphorylation; inhibition, % at 5 µM; actives 0.81% (n = 300,000);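 active means inhibition above the mean of all tested compounds plus 3 SD, set per screening campaign, cut at about 24% in these data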;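 further: plate controls were DMSO alone for no effect and ferristatin control at 100 nM for full effect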
CR mimetic SO – yeast age-related superoxide inhibition as caloric restriction mimetic; S. cerevisiae aged cells, superoxide DHE fluorescence; active compounds read low; superoxide response (% of plate mean), % at 10 µM; actives 0.18% (n = 330,000); AID 2690;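 active means superoxide response under a set limit, about three screen SD below normal, cut at about 65% in these data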;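 further: yeast aged for seven days with compound at 30 °C before DHE staining; 100% = average MFI of all compound-treated wells on the plate with controls excluded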
PP1 counter – blocks human PP1-alpha phosphatase, a PP5 counter-screen. P62136. purified PP1alpha, OMFP fluorescence. inhibition, % at 6.7 µM. actives 0.9% (n = 320,000). AID 2235;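 active means inhibition above the mean inhibition of all tested compounds plus 3 SD, computed separately for each screening campaign, cut at about 15% in these data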
PP5 primary – inhibitors of human protein phosphatase 5 (PP5) | purified PP5c, OMFP substrate fluorescence | P53041 | inhibition, % at 6.7 µM | actives 0.18% (n = 320,000) | AID 1987;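 active means inhibition above the campaign's mean inhibition across all tested compounds plus 3 SD, cut at about 9.5% in these data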;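 further: 0% = DMSO only and 100% = 100 µM cantharidin control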
Target sequence (P53041 whole entry, looked up): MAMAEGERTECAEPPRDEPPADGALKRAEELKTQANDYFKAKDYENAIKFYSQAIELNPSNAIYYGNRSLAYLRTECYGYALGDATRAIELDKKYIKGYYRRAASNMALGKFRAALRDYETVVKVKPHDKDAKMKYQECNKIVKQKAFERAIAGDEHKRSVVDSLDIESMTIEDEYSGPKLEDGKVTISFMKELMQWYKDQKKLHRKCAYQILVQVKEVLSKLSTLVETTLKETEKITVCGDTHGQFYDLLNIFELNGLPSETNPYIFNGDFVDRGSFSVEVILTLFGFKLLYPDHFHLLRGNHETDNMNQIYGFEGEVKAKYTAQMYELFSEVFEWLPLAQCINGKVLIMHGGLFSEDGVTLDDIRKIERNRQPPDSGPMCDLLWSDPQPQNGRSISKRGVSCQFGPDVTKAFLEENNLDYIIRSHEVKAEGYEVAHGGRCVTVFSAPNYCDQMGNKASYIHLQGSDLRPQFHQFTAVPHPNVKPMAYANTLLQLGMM
EBNA-1 inh – blocks EBNA-1 binding to DNA. AID 1950. actives 0.34% (n = 300,000). EBNA-1 DNA binding, fluorescence polarization. inhibition, % at 14.8 µM; in the data active means inhibition above about 28%
JMJD2C inh – inhibitors of human GASC-1 (JMJD2C) demethylase; GST-JMJD2C(1-420) H3K9me3 demethylation, DELFIA europium; inhibition, % at 2.35 µM; actives 0.069% (n = 330,000); AID 2099;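 active means more than half of a compound's replicate wells show inhibition beyond 50%, single wells judged on their own value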;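 further: signal counts dimethyl H3K9 product captured on neutravidin plate; 0% = median of DMSO wells and 100% = 0.3 times that DMSO median; strong numbers were not always called active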
Target sequence (Q9H3R0 1-420 limits assumed): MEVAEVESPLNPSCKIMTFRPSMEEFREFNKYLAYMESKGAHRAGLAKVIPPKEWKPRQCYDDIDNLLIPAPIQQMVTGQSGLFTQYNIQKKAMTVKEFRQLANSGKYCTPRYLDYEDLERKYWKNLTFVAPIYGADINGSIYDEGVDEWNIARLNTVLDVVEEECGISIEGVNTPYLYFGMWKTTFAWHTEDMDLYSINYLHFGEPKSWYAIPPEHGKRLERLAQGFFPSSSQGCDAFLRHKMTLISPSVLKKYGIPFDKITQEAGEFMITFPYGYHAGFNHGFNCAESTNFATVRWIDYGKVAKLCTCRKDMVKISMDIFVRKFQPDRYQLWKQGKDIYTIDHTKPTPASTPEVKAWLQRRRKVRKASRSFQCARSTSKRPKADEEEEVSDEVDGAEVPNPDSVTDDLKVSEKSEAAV
ZTA DNA inh – counter-screen for EBNA-1 inhibitors: inhibitors of Epstein-Barr virus ZTA. ZTA-DNA binding, fluorescence polarization. inhibition, % at 11 µM. actives 0.15% (n = 320,000). AID 2234; in the data active means inhibition above about 33%
HCV core dimer – HCV core protein dimerization inhibition; actives 0.33% (n = 300,000); TR-FRET GST/Flag-core106 dimerization, 1536-well; inhibition, % at 5 µM; AID 1899;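 active means inhibition above the mean of all tested compounds plus 3 SD, set per screening campaign, cut at about 45% in these data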
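System: GST/Flag-tagged HCV core106 proteins. Incubation: compound-protein-antibody incubation 4 h at 22.5 °C. Technique: HTRF with 340 nm excitation, 617/671 nm emission. Medium: KF-containing HEPES buffer, pH 7.45, DTT, CHAPS, BSA. Read-out: inhibition (%) from 671 over 617 nm ratio. Also added: Eu(K)-anti-GST 90 ng/mL plus XL665-anti-Flag 1 µg/mL.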
Fh CTSL1 inh – counter-screen for PFM18AAP inhibitors: inhibitors of F. hepatica cathepsin L1; recombinant F. hepatica cathepsin L1, Z-Leu-Arg-MCA fluorescence; inhibition, % at 5.96 µM; actives 0.49% (n = 300,000); AID 1906;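 active means inhibition above the mean of all tested compounds plus 3 SD, set per screening campaign, cut at about 17% in these data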;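 further: 0% = plate median of test compound wells and 100% = 1 µM Z-Phe-Ala-diazomethylketone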
Active calls of the source: *; . = not tested or not shown. Rows are unselected, and some 3.1% of all compounds hit somewhere here.

SMILES	TPT1 inh	CR mimetic SO	PP1 counter	PP5 primary	EBNA-1 inh	JMJD2C inh	ZTA DNA inh	HCV core dimer	Fh CTSL1 inh
CCCc1cc(C(=O)Nc2cccc3ccccc23)n(C)n1	0.0	94.7	-4.9	-1.1	11.2	8.9	14.7	3.1	2.4
Cc1occc1-c1nnc(SCC(=O)NC(C)(C)C)n1C(C)c1ccccc1 (configuration not stated)	-7.6	110.7	5.8	-1.2	11.5	-4.6	-12.6	1.0	3.6
CCCn1c(=O)c(C(=O)Nc2cc(C)ccn2)c(O)c2ccccc21	-4.1	95.1	-3.4	0.1	8.9	4.2	-20.4	-9.6	-4.5
Cn1ncc([N+](=O)[O-])c1C(=O)Nc1ccccc1Cl	-3.1	95.0	2.5	0.1	-10.5	-1.5	-4.8	-0.5	-3.6
CCN(CC)S(=O)(=O)c1cc(-c2nn(C)c(=O)c3ccccc23)ccc1C	1.2	102.6	0.5	0.5	-5.2	-3.5	-10.5	12.8	-3.1
O=C(CN1C(=O)S/C(=C\c2ccccc2F)C1=O)NC1CCS(=O)(=O)C1 (configuration not stated)	-2.2	102.1	0.4	1.1	-7.5	-23.5	-16.3	-4.5	-0.3
Cc1ccc(S(=O)(=O)N2CCC(C(=O)NCCCn3ccnc3)CC2)cc1	-1.0	94.5	-3.5	1.4	16.1	10.7	-8.4	7.9	-3.9
COCCCn1c(Cc2ccccc2)nnc1SCC(=O)N1CCCCC1	-3.2	116.8	-3.0	1.5	7.2	-6.1	5.7	3.8	-1.1
OCC[C@@H]1C[C@H](O)[C@@H](O)[C@]2(OCc3ccccc32)O1	-1.9	104.3	-0.9	-0.4	-2.5	-12.6	-4.7	0.9	2.8
Nc1nc(N2CCN(c3ccccc3)CC2)n[nH]1	-0.8	97.0	-1.9	1.4	-16.4	-15.5	-5.6	7.3	-7.8
CC12CCC(c3c(C(=O)O)nn(-c4ccccc4)c31)C2(C)C (configuration not stated)	3.5	99.1	16.6*	1.3	-3.0	-0.4	2.8	4.9	2.3
COc1ccc(/C=C(/NC(=O)c2ccc(C)cc2)C(=O)N2CCCC2)cc1OC	-4.6	95.5	-2.1	-0.4	10.8	12.3	7.8	8.3	5.1
CCCC(c1nnnn1C1CCCC1)N1CCN(c2ccccc2F)CC1 (configuration not stated)	3.8	93.9	-1.3	2.8	-4.0	.	7.5	-7.6	1.0
COc1cccc(OCc2ccc(C(=O)NCC3CCCO3)cc2)c1 (configuration not stated)	3.9	99.1	0.2	2.2	3.5	-5.5	4.8	-8.4	-4.3
O=C1c2cccc3cccc(c23)C(=O)N1CCc1ccccc1	-7.0	91.7	0.7	1.0	7.6	-0.9	10.6	7.3	4.5
CCOc1ccc(C(=O)c2ccccc2C(=O)O)cc1OCC	-5.6	112.6	-1.3	-0.8	7.7	25.8	12.7	-16.5	0.0
CCOc1cc(C)c(Cl)cc1S(=O)(=O)N(C)C	6.0	104.6	-4.5	-3.1	-11.5	6.0	-2.7	1.1	-2.8
CCOC(=O)Cc1c(C)nc2c(-c3ccc(Cl)cc3)c[nH]n2c1=O	-1.9	108.2	5.4	2.9	8.4	0.6	16.4	1.4	3.8
NS(=O)(=O)c1cccc(NS(=O)(=O)c2ccc(/C=C/C(=O)O)cc2)c1	1.0	115.0	-2.3	-1.4	-15.7	-15.5	-11.5	-0.7	-4.0
COCCN(C(=O)c1csnn1)C(C(=O)NC1CCCCC1)c1sccc1C (configuration not stated)	2.3	101.3	-2.9	0.0	4.1	-7.1	11.6	-1.3	-1.2
Clc1nnc(NN=C2CCCC2)c2ccccc12	4.5	93.1	-1.7	1.9	-2.4	-3.7	-12.6	-0.9	-2.2
CC(C)(C)NS(=O)(=O)c1ccc(NC(=O)Cc2ccccc2[N+](=O)[O-])cc1	1.8	126.1	-2.7	2.4	1.7	24.6	14.3	5.4	0.2
CSc1ccc(CN(C)C(=O)CN2C(=O)NC3(CCCC3)C2=O)cc1	-3.4	110.8	-5.3	1.0	-13.4	-0.1	-3.6	-0.8	0.3
CCSc1ncc(Cl)c(C(=O)Nc2ccccc2)n1	-3.8	99.8	1.7	1.2	16.3	7.8	-8.1	-6.0	2.1
O=C1CC(c2nc3ccccc3[nH]2)CN1c1cccc(C(F)(F)F)c1 (configuration not stated)	-2.8	92.8	-0.7	3.6	-2.6	7.8	-9.5	1.2	1.3
O=C(COc1ccccc1)NCC(c1ccco1)N1CCN(c2ccccc2)CC1 (configuration not stated)	-2.8	101.0	1.4	-0.1	1.4	3.8	2.6	2.2	2.9
C=CCN(CC=C)S(=O)(=O)c1ccc(NC(=S)NC(=O)Cc2ccc(OC)cc2)cc1	-3.8	88.9	4.2	4.0	7.1	3.1	-10.8	5.4	-4.2
CCN(C(=O)c1cc2c(=O)n3cccc(C)c3nc2n1CCCOC)C1CCCCC1	1.3	112.8	4.3	1.0	-12.4	1.6	6.9	13.2	2.5
COc1ccc(NC(=O)CCn2ccnc2)c(OC)c1	2.2	106.0	0.9	0.0	3.6	-4.7	0.1	-0.1	-2.1
CCOC(=O)N1CCN(C(=O)C(=O)Nc2sc3c(c2C#N)CC(C)(C)OC3)CC1	-1.0	83.0	-0.1	-0.1	-8.5	12.3	-30.9	-13.2	-2.5
Cc1ccc(NC2OC(CO)C(O)C2O)cc1[N+](=O)[O-] (configuration not stated)	-1.8	110.7	-2.6	0.9	13.6	3.9	6.5	9.3	-0.7
CCC(=O)N1CCN(c2ccccc2NC(=O)Cc2ccccc2)CC1	1.3	110.0	-1.3	0.6	0.3	20.9	1.6	19.3	-0.3
COc1ccc(Cc2nnc(NC(=O)Cc3cccs3)s2)cc1OC	10.1	111.8	0.8	4.8	3.1	10.4	-5.1	74.1*	-2.3
Cc1cc2[nH]c(=O)cc(-c3ccccc3)n2n1	-5.4	99.8	1.7	-0.7	-16.1	24.0	-12.9	-9.9	0.0
NS(=O)(=O)c1cccc(NC(=O)CCSc2ccccc2Cl)c1	-0.9	102.8	1.0	2.9	-3.0	-4.9	-5.6	-5.9	-2.0
CCOC(=O)C1CCN(C(=O)c2ccc(C)c(S(=O)(=O)N3CCCC3)c2)CC1	-3.7	.	0.3	-5.2	-0.9	45.1	-6.3	-21.6	4.2
COc1cc(OC)cc(C(=O)NCC2CCCN(Cc3cccc(C(C)=O)c3)C2)c1 (configuration not stated)	-1.6	95.7	-3.8	-0.9	-5.4	3.6	-7.5	-0.8	-0.7
O=C(CSc1ncnc2c1cnn2-c1ccc(F)cc1)NCC1CCCO1 (configuration not stated)	-1.9	111.2	-3.4	0.7	5.1	2.8	-11.9	-2.8	2.5
Nc1ccc(C(=O)Nc2ccc(Nc3ccncc3)cc2)cc1	-3.3	112.1	-2.5	-1.9	16.2	-0.8	-2.9	-62.7	-3.6
O=C(CCc1ccccc1)Nc1ncn[nH]1	-0.5	91.0	-1.1	-0.1	10.2	4.5	5.5	2.7	-0.4
Nc1nc(NCc2ccco2)nc(N2CCN(Cc3ccccc3)CC2)c1[N+](=O)[O-]	2.1	100.2	-0.2	1.5	-2.0	1.1	1.5	0.5	0.2
COc1ccc(Cl)c2sc(N(CCN(C)C)C(=O)CCS(=O)(=O)c3ccc(C)cc3)nc12	-4.1	84.8	-3.1	2.0	-6.9	7.7	-4.4	-4.7	-2.1
O=C(NCc1ccccc1CN1CCCC1)c1ccc(OCc2cscn2)cc1	.	100.7	-2.2	-2.5	.	-5.5	-8.8	.	.
O=C(NCCc1ccncc1)Nc1ccc(Cl)cc1	-2.3	105.3	-2.7	0.8	5.9	1.2	-7.8	0.1	-3.1
COc1ccccc1C(=O)Nc1nnc(S(=O)(=O)N2CCC(C)CC2)s1	-4.0	125.7	0.2	0.7	2.3	5.6	-1.6	5.7	0.8
CS(=O)(=O)Nc1ccc(C(=O)Nc2ccc3c(c2)OCO3)cc1	4.1	99.0	1.7	3.1	4.0	-12.7	6.7	4.5	-0.9
CN1CCN(S(=O)(=O)c2cccs2)CC1	-3.2	95.6	-0.1	1.6	0.3	9.3	2.4	-0.7	-1.0
Cc1c([N+](=O)[O-])cc(C(=O)Oc2ccc(Br)cc2C(=S)N2CCCCC2)cc1[N+](=O)[O-]	0.8	99.1	0.3	4.3	1.0	-14.4	14.7	5.6	-0.5
CCOC(=O)c1c(NC(=O)C2=C(C)NC(=S)NC2c2ccccc2C(F)(F)F)sc(C)c1C (configuration not stated)	-1.5	104.2	1.6	0.4	3.0	4.2	-11.6	13.8	1.8
CCOC(=O)c1sc(/N=C/N(C)C)nc1C	2.9	109.3	2.9	3.6	-5.1	-1.2	-3.4	1.4	2.3
COc1ccccc1NC(=O)N(CCN1CCOCC1)Cc1cc2cc(C)cc(C)c2[nH]c1=O	-0.3	103.9	-1.4	1.2	-0.4	1.0	12.8	11.3	0.4
Cc1ccc(-n2c(-c3cnccn3)n[nH]c2=S)c(Br)c1	3.0	91.3	-5.3	1.8	-8.0	11.4	-1.8	-4.0	-1.7
Cc1cccc(C)c1OCC(=O)Nc1ccccc1C(F)(F)F	-1.1	73.8	5.1	3.2	3.4	2.4	-18.0	-3.3	4.1
O=C(CN1CCCc2ccccc21)N/N=C/c1ccc(O)cc1O	3.8	89.7	2.1	3.4	-7.4	2.9	8.4	0.7	0.1
COc1ccc(C2CC(c3ccccc3OC(C)=O)=NN2C(C)=O)cc1 (configuration not stated)	-3.6	104.2	-3.8	-1.3	2.1	-0.1	6.1	-5.5	-0.9
CC(NS(=O)(=O)c1ccc2c(c1)C(C)(C)C(=O)N2C)c1ccccc1 (configuration not stated)	0.1	116.5	-4.3	0.4	-17.3	16.0	-10.2	3.8	1.9
COc1ccc(NC(=O)Cn2c3ccccc3c3nc4n(c(=O)c32)CCS4)cc1OC	-3.0	85.2	-2.5	-1.8	7.8	-3.0	5.7	1.4	3.2
Cc1cccn2c(CNC3CCCc4ccccc43)c(C(=O)N3CCCCC3)nc12 (configuration not stated)	-0.6	124.1	-4.8	-2.4	-7.5	3.7	12.1	4.7	2.2
COc1ccc(CCC(=O)NC(C)C)cc1	-2.8	97.3	-3.2	-1.2	3.5	18.3	6.2	2.6	-2.8
CCN(C(=O)c1ccc(N2CC3CC(C2)c2cccc(=O)n2C3)c(NC(=O)c2ccncc2)c1)c1cccc(C)c1 (configuration not stated)	-3.6	113.6	-3.3	3.6	-2.2	-2.5	-19.0	-20.0	2.2
Cc1cccc(S(=O)(=O)c2c(N)n(/N=C/c3ccccc3)c3nc4ccccc4nc23)c1	-2.8	99.8	-1.6	1.5	5.5	-1.8	2.7	9.0	0.6
C/C(=N/NC(=O)C1CCCCC1)c1ccc([N+](=O)[O-])cc1	0.2	77.6	-2.2	-2.9	-4.3	16.4	6.1	-1.2	5.2

Reformatted: results already given.
SMILES | TPT1 inh | CR mimetic SO | PP1 counter | PP5 primary | EBNA-1 inh | JMJD2C inh | ZTA DNA inh | HCV core dimer | Fh CTSL1 inh
CCN(C(=O)c1ccc(N2CC3CC(C2)c2cccc(=O)n2C3)c(NC(=O)c2ccncc2)c1)c1cccc(C)c1 (configuration not stated) | -3.6 | 113.6 | -3.3 | 3.6 | -2.2 | -2.5 | -19.0 | -20.0 | 2.2
Cc1cccc(S(=O)(=O)c2c(N)n(/N=C/c3ccccc3)c3nc4ccccc4nc23)c1 | -2.8 | 99.8 | -1.6 | 1.5 | 5.5 | -1.8 | 2.7 | 9.0 | 0.6
C/C(=N/NC(=O)C1CCCCC1)c1ccc([N+](=O)[O-])cc1 | 0.2 | 77.6 | -2.2 | -2.9 | -4.3 | 16.4 | 6.1 | -1.2 | 5.2
